High-throughput results: PubChem BioAssay, The Scripps Research Institute Molecular Screening Center
CHRM5 antagonist: blocks acetylcholine activation of human M5 receptor. AID 624040. CHO-hM5 cells, Fluo-8 calcium fluorescence, ACh EC80. inhibition, % at 3 µM. 360,000 compounds, 0.59% hits. P08912;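 active = inhibition above a per-plate cutoff, the mean of that plate's test compounds plus 3 SD, cut at about 27% in these data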;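 also: 0% = acetylcholine EC80 with DMSO and 100% = DMSO without agonist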
Target sequence (P08912 whole entry, looked up): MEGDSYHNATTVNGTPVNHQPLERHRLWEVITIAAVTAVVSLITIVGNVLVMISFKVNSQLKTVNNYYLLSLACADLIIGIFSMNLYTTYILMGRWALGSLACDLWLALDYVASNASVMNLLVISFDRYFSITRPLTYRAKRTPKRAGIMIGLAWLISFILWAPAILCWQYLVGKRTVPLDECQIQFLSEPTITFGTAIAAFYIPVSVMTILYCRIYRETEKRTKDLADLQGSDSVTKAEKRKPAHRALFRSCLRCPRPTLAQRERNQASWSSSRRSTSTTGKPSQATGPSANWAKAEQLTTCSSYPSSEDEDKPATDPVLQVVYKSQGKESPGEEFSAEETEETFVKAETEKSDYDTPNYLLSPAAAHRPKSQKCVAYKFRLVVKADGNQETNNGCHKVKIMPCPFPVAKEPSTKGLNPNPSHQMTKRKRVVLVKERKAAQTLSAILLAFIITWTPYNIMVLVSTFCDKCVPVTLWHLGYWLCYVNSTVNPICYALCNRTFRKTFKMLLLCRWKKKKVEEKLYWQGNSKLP
M5 PAM: CHRM5 positive allosteric modulation; P08912; CHO-K1 hM5, Fluo-8 calcium, ACh EC20 PAM; 0% = ACh EC20, 100% = ACh EC100; activation, % at 3 µM; 360,000 compounds, 0.3% hits; AID 624038;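 active = activation above the run cutoff, the mean activation of all test compounds plus 3 SD, cut at about 18% in these data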
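Measured by: Fluo-8 calcium fluorescence; material: human M5 receptor in CHO-K1 cells; schedule: Post-acetylcholine fluorescence recording 140 s; benchmarks: low control EC20 acetylcholine (0%), high control EC100 acetylcholine (100%); read-out: Max/basal fluorescence ratio as % of EC20–EC100 ACh window; compound: single dose, 3 µM nominal final test concentration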
M4 ag: CHRM4 agonism in calcium assay. activation, % at 3 µM. 360,000 compounds, 0.14% hits. P08173. CHO-K1 hM4/Gqi5, Fluo-8 calcium fluorescence; vehicle 0%, full acetylcholine response 100%. AID 624127;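 active = activation above the run mean over all test wells plus 3 SD, cut at about 32% in these data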;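 also: peak over basal fluorescence ratio per well then scaled between controls; 0% = DMSO wells and 100% = acetylcholine at EC100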
Target sequence (P08173 whole entry, looked up): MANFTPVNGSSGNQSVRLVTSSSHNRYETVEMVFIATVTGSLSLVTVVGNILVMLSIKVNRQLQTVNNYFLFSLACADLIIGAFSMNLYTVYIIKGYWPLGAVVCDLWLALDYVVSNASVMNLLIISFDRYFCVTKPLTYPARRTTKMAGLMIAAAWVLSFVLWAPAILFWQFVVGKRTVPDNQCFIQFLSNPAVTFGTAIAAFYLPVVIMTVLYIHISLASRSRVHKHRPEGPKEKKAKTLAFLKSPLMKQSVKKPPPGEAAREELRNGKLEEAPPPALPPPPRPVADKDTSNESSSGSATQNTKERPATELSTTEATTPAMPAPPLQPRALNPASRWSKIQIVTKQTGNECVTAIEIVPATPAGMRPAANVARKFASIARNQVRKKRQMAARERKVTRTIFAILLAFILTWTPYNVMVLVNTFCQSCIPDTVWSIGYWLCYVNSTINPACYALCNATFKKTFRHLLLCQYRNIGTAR
M4 PAM: potentiates acetylcholine response at human M4 receptor; P08173; CHO-K1 hM4/Gqi5, Fluo-8 calcium fluorescence, ACh EC20; 0% = ACh EC20, 100% = maximal ACh; activation, % at 3 µM; 360,000 compounds, 0.4% hits;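 active = activation above its plate's cutoff, the mean activation of sample wells plus 3 SD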; also: some results filed as inactive read as strong as hits
M1 PAM parental: counter-screen for M1 PAMs: effect in parental CHO-K1 cells; ATP EC20, Fluo-8 calcium fluorescence; 0% at ATP EC20, 100% at ATP max; activation, % at 3 µM; 360,000 compounds, 0.02% hits;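 active = activation above the run cutoff, the mean activation of all test compounds plus 3 SD, cut at about 40% in these data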;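 also: peak over basal fluorescence ratio in a 140 s read after ATP addition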
CHO-K1 Ca antag: nonselective inhibitor or artifact in parental CHO-K1 cells | inhibition, % at 3 µM | 360,000 compounds, 0.6% hits | ATP-induced calcium, Fluo-8 fluorescence | AID 602250;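 active = inhibition above a per-plate cutoff, the plate's mean sample inhibition plus 3 SD, cut at about 24% in these data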;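 also: 0% = DMSO plus EC80 ATP and 100% = DMSO alone without ATP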
M1 ag parental: counter-screen for M1 agonists: effect in parental CHO-K1 cells; Fluo-8 calcium fluorescence; scaled to maximal ATP response, vehicle zero; activation, % at 3 µM; 360,000 compounds, 0.48% hits; AID 602248; in the data active = activation above about 15%;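 also: untransfected CHO-K1 host cells lacking M1 receptor as counterscreen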
CHRM4 antagonist: blocks acetylcholine activation of human M4 receptor | P08173 | CHO-hM4 cells, ACh EC80, Fluo-8 calcium fluorescence | inhibition, % at 3 µM | 360,000 compounds, 0.73% hits;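 active = inhibition above its plate's cutoff, the mean inhibition of sample wells plus 3 SD, cut at about 27% in these data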;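 also: 0% = acetylcholine EC80 with DMSO and 100% = DMSO without agonist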
CHRM5 agonist: agonists of human muscarinic M5 receptor (CHRM5); P08912; CHO-K1 hM5 cells, Fluo-8 calcium fluorescence; 0% DMSO wells, 100% maximal acetylcholine response; activation, % at 3 µM; 360,000 compounds, 0.19% hits; AID 624037;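 active = activation above the run's mean over test compounds plus 3 SD, cut at about 23% in these data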;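 also: signal is peak over basal fluorescence ratio across the kinetic read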
Starred values were filed as active, the others as inactive.

SMILES	CHRM5 antagonist	M5 PAM	M4 ag	M4 PAM	M1 PAM parental	CHO-K1 Ca antag	M1 ag parental	CHRM4 antagonist	CHRM5 agonist
O=C1CCC([N+](=O)[O-])C(c2ccc(Cl)c([N+](=O)[O-])c2)N1 (stereo unspecified)	2	2	2	2	-16	16	-0.2	1	1
CCOc1ccc(S(=O)(=O)N(C)CC(=O)NC2CCCC2)cc1	17	-3	2	0	12	-7	1.1	-6	-2
COC(=O)COc1ccc(C(C2C(=O)CC(C)(C)CC2=O)C2C(=O)CC(C)(C)CC2=O)cc1	10	-6	0	12	18	-13	1.1	-9	-4
CCCC(=O)Nc1ccc(Cl)c(NC(=O)c2ccco2)c1	3	-2	-1	-6	-10	13	-0.1	2	0
O=C(Nc1c2c(nn1-c1ccccc1)CS(=O)(=O)C2)c1ccccc1Br	22	-8	3	0	11	2	0.3	-5	-3
CCCN1C(=O)CC(c2ccco2)Sc2ccccc21 (stereo unspecified)	3	-7	0	-20	17	-10	-0.5	5	-12
COc1ccc(S(=O)(=O)N2CCOCC2)cc1NC(=O)CSc1ccccc1	8	-3	2	2	16	-8	1.0	-6	-3
COc1ccc(/C=C(\NC(=O)c2ccc(C)cc2)C(=O)NCCCN2CCOCC2)cc1OC	3	-3	1	-1	1	-11	0.5	-8	-2
COCCN1CCN(Cc2cn[nH]c2-c2cc3ccccc3o2)CC1	-6	8	2	3	15	2	1.1	1	-2
C[C@]12c3[nH]c4cc(-c5ccco5)ccc4c3CCN1C(=O)[C@@H](CC(=O)NCc1cccc(C(F)(F)F)c1)C[C@@H]2C(=O)N1CCOCC1	-6	-1	1	7	0	-9	0.2	-16	0
CCn1c2ccccc2c2cc(NC(=O)COC(=O)c3cc(S(=O)(=O)N4CCCCC4)ccc3Cl)ccc21	-2	-1	0	3	23	0	0.3	3	-3
O=C(COC(=O)c1cccnc1)Nc1ccc(F)cc1	2	0	1	1	3	1	-0.1	-7	-10
O=C(NCc1cccnc1)/C(=C/c1ccc(Cl)cc1)NC(=O)c1ccccc1	15	-5	3	-4	1	0	0.8	5	0
CN1CCN(Cc2nc3c(c(=O)[nH]c(=O)n3C)n2Cc2c(F)cccc2Cl)CC1	16	-6	0	2	20	-14	0.2	-6	-2
CC(C)(C)NS(=O)(=O)c1ccc(OCC(=O)NCc2ccco2)cc1	6	-2	1	-2	-3	-10	2.1	-6	-4
O=C(CSc1nccn1-c1cccc(Cl)c1)NC1CCCC1	5	-4	1	3	-9	10	-0.1	1	-7
CC1CCCCC12NC(=O)N(CC(=O)Nc1cccc(S(=O)(=O)N3CCCCC3)c1)C2=O (stereo unspecified)	0	1	1	2	11	-5	1.2	1	0
S=C(Nc1cccc(Cl)c1)N1CCN(c2ccccn2)CC1	1	2	6	-6	-15	8	1.7	-5	1
Cc1cc(Br)ccc1OCC(=O)N1CCCCCC1	-3	-10	1	2	12	-15	0.5	-1	-13
O=C1/C(=C/c2ccccc2)SC(=S)N1CC(=O)N1CCCCC1c1cccnc1 (stereo unspecified)	2	-9	15	-10	-10	4	7.3	2	0

Structures shown so far with an aryl thioether with sulfur outside any ring:
SMILES	CHRM5 antagonist	M5 PAM	M4 ag	M4 PAM	M1 PAM parental	CHO-K1 Ca antag	M1 ag parental	CHRM4 antagonist	CHRM5 agonist
COc1ccc(S(=O)(=O)N2CCOCC2)cc1NC(=O)CSc1ccccc1	8	-3	2	2	16	-8	1.0	-6	-3
O=C(CSc1nccn1-c1cccc(Cl)c1)NC1CCCC1	5	-4	1	3	-9	10	-0.1	1	-7

Further records:
SMILES	CHRM5 antagonist	M5 PAM	M4 ag	M4 PAM	M1 PAM parental	CHO-K1 Ca antag	M1 ag parental	CHRM4 antagonist	CHRM5 agonist
Cc1cc(C)cc(NC(=O)NC2CCN(CC(=O)Nc3cccc(Cl)c3C)CC2)c1	3	8	0	11	-5	-4	-0.2	3	3
COC(=O)c1ccc(CSc2nc(-c3ccco3)cc(C(F)(F)F)n2)o1	8	-3	-1	0	9	-10	0.1	1	-2
CC(=O)Nc1cccc(OCCCNC(=O)c2cccc3ccccc23)c1	6	-7	5	1	8	1	2.6	-4	2
Cc1ccc(C(=O)NNC(=O)c2ccc(NS(=O)(=O)c3cccs3)cc2)o1	4	-10	1	5	8	-12	0.5	5	1
O=C(O)C1=CCC=CC1C(=O)O (stereo unspecified)	-1	-2	1	-3	11	-6	-0.1	3	1
c1ccc2c(c1)ncn2-c1ncnc2sc3c(c12)CCCC3	-11	3	0	-3	5	-11	-0.1	2	-14
CCOC(=O)c1ccc(NC(=O)CN2C(=O)CN(C(C)=O)C2=S)cc1	-4	-2	2	-7	-4	-11	-0.1	0	3
COc1ccc(S(=O)(=O)Oc2ccc3c(c2)O/C(=C\c2cccnc2)C3=O)cc1	3	-4	3	0	6	-17	0.9	4	3
N/C(=N/OC(=O)c1ccccc1Cl)c1nonc1N	6	-2	-1	1	7	-1	0.4	-1	-5
O=C(COc1cccc(F)c1)Nc1ccc2[nH]c(=O)[nH]c2c1	3	0	1	-9	23	-13	-0.3	-3	-1

Reformatted: three of the compounds above
SMILES,CHRM5 antagonist,M5 PAM,M4 ag,M4 PAM,M1 PAM parental,CHO-K1 Ca antag,M1 ag parental,CHRM4 antagonist,CHRM5 agonist
CC(=O)Nc1cccc(OCCCNC(=O)c2cccc3ccccc23)c1,6,-7,5,1,8,1,2.6,-4,2
Cc1ccc(C(=O)NNC(=O)c2ccc(NS(=O)(=O)c3cccs3)cc2)o1,4,-10,1,5,8,-12,0.5,5,1
O=C(O)C1=CCC=CC1C(=O)O (stereo unspecified),-1,-2,1,-3,11,-6,-0.1,3,1

New compounds follow.
SMILES	CHRM5 antagonist	M5 PAM	M4 ag	M4 PAM	M1 PAM parental	CHO-K1 Ca antag	M1 ag parental	CHRM4 antagonist	CHRM5 agonist
Cc1cccc(C)c1NC(=O)N1CCC(C(=O)c2ccc(F)cc2)CC1	12	3	2	-1	-3	-8	1.3	6	-5
Cc1ccc(/C=N/NC(=O)c2cccnc2)o1	-7	1	2	4	9	-14	-0.2	1	1
Cc1ncc(CN2CCCC(C(=O)Nc3ccc(-c4cscn4)cc3)C2)cn1 (stereo unspecified)	2	1	1	11	2	2	0.4	5	-2
O=C(c1cccc([N+](=O)[O-])c1)c1ccc2c(c1)OCCOCCOCCOCCO2	-2	-4	2	-4	0	-13	1.7	-16	-1
CCN(CC(=O)NCc1ccncc1)S(=O)(=O)c1ccc(OC)cc1	-6	7	1	10	-3	-18	2.0	-11	0
Cc1ccc(Nc2nnc(C3C(=O)N(C)C4(C)CC3c3cc(Br)ccc3O4)s2)cc1 (stereo unspecified)	2	1	6	-6	17	-10	1.8	8	2
C#CCOc1c(Br)cc(/C=C2/C(=O)ON=C2C)cc1OC	15	-5	1	0	10	8	0.1	-3	-1
CC(Sc1nnc(CNC(=O)c2ccco2)n1C)C(=O)Nc1nccs1 (stereo unspecified)	3	9	2	1	4	-1	0.1	6	-2
O=C(COC(=O)/C=C/c1ccc(S(=O)(=O)N2CCOCC2)cc1)NCc1ccc2c(c1)OCO2	9	3	3	-2	8	5	0.7	5	-2
Nn1cnnc1N/N=C/c1ccccc1C(F)(F)F	2	0	2	-3	-3	-6	0.4	6	-1
Cc1nc(Cl)sc1C(=O)Nc1ccc(F)cc1	-9	1	1	6	12	-9	1.3	-4	3
CC1(C(=O)NS(=O)(=O)c2ccc3c(c2)CCO3)CCN1C(=O)C1(c2ccc(Cl)cc2)CCC1 (stereo unspecified)	-2	-1	1	5	19	-4	-0.2	-16	0
COc1ccccc1NC(=S)NNC(=O)c1nn(C)cc1Cl	-1	5	0	-4	9	-5	-0.2	0	-1
Cc1cccc(C(=O)NNC(=O)c2ccc3ccccc3c2)c1	-10	-3	1	3	-6	-2	-0.3	11	3
CCOC(=O)c1ccc2c(c1)n(CCCS(=O)(=O)[O-])c(/C=C/c1ccc(Cl)cc1)[n+]2CC	3	10	1	25	16	-14	0.7	-11	-3
CCOc1ccc(OCC(=O)N2CCC3(CC2)CC(=O)c2ccccc2O3)cc1	5	-5	4	1	-13	-6	1.1	-11	-8
C[C@H]1CN([C@@H](C)CO)C(=O)CCCn2nncc2CO[C@H]1CN(C)S(=O)(=O)c1ccc2c(c1)OCCCO2	-10	5	0	3	18	-9	0.4	1	-1
CCOC(=O)c1[nH]c(=O)[nH]c1CSc1ccccn1	-6	0	0	-4	6	7	0.1	4	0
CC(=O)c1cccc(NC(=O)COC(=O)c2n[nH]c3ccccc23)c1	2	2	7	-6	20	-9	5.0	-1	1
CCOC(=O)CCC(=O)c1c(C)oc2ccc(OC)cc12	3	6	0	-6	-1	3	0.2	1	-6
COc1ccc(SC[C@H](Cc2ccccc2)N2CCN(CCc3ccccc3)CCC2=O)cc1	15	-14	3	-10	-8	14	0.2	2	-8
CC(NC(=O)c1ccc(C(C)(C)C)cc1)C(c1cccs1)N1CCOCC1 (stereo unspecified)	21	-9	0	-3	3	1	-0.6	3	-7
O=C(Nc1ccc(S(=O)(=O)Nc2ncccn2)cc1)c1ccc(S(=O)(=O)N2CCCC2)cc1	1	1	1	7	1	-1	-0.5	-14	-1
O=C(/C=C/c1ccc(Cl)cc1Cl)c1nc2ccccc2[nH]1	2	3	1	7	-4	-6	-0.1	-3	-1
O=C(NC1CC1)c1ccc2c(c1)ncn2C1CCCC1	3	0	1	11	13	-8	0.1	-5	-1
OC[C@@H]1CN(Cc2cccs2)C[C@H](n2cnc3c(NCc4ccncc4)ncnc32)O1	-9	1	1	3	16	-3	0.6	-9	1
O=C(NCCc1ccccc1F)C1CC(=O)N(c2ccccc2)C1 (stereo unspecified)	7	-4	1	7	16	-10	1.5	-5	-7
CC1CCCCC1NC(=O)c1cc2c(=O)n3ccccc3nc2n1C (stereo unspecified)	3	1	4	4	-7	10	11	-4	-2
CCn1c(CNC(=O)c2ccccc2F)nnc1SCC(=O)NC1CCCCC1C (stereo unspecified)	-3	3	1	1	26	-1	2.4	-8	-2
O=C(C[C@H]1C[C@H](C(=O)N2CCOCC2)[C@@]2(CCC3CCCC3)c3[nH]c4ccc(Cl)cc4c3CCN2C1=O)NCC12CC3CC(CC(C3)C1)C2	-1	0	0	-2	3	1	0.2	-1	1
O=C(NCc1ccc(F)cc1)C(c1ccccc1)N(C(=O)c1csnn1)c1ccccc1 (stereo unspecified)	17	-10	23	-17	-3	-3	7.2	7	-2
O=[N+]([O-])c1ccc(Cl)cc1Sc1cccc2cccnc12	6	-3	-1	4	11	-5	0.4	13	-3
NC(=O)C1CCN(c2nc(-c3ccccc3C(F)(F)F)cs2)CC1	5	-4	1	7	3	-9	0.6	5	1
O=S(=O)(NCCSCc1c(Cl)cccc1Cl)c1ccc2c(c1)OCCO2	3	-6	1	-7	11	-3	1.2	1	-2
CS(=O)(=O)NN1C(=O)c2ccccc2NC1c1ccccc1 (stereo unspecified)	-23	2	1	10	-9	-1	0.2	-3	0
Cc1nc(SCc2ccc(F)cc2)c2oc3ccccc3c2n1	7	-6	18	-8	3	4	3.2	1	4
Cc1nnc(NC(=O)C2CCCO2)s1 (stereo unspecified)	-7	-4	1	-1	8	1	0.0	-9	0
CCNc1nc(SCc2ccccc2)nc(N2CCOCC2)n1	-4	7	-1	6	22	-8	0.3	-3	-4
Cc1c(NC(=O)C(C)OC(=O)C23CC4CC(CC(Br)(C4)C2)C3)c(=O)n(-c2ccccc2)n1C (stereo unspecified)	0	0	0	12	8	-16	0.0	-20	-4
COc1ccccc1N1CC(C(=O)OCC(=O)c2ccc(F)cc2)CC1=O (stereo unspecified)	3	-1	0	-3	12	3	0.6	-1	0
